M4 ag – human M4 muscarinic receptor agonists, primary screen, CHO-K1 cells, Fluo-8 calcium fluorescence; Muscarinic acetylcholine receptor M4 (Homo sapiens), P08173; CHO-K1 hM4/Gqi5; vehicle 0%, full acetylcholine response 100%; activation, % at 3 µM; 360,000 compounds, 0.14% hits; AID 624127, 2012;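 active means activation above the run mean over all test wells plus 3 SD, cut at about 32% in these data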;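 further: peak over basal fluorescence ratio per well then scaled between controls; 0% = DMSO wells and 100% = acetylcholine at EC100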
IDE inh – human IDE inhibitors in live cells, primary screen, fluorescence polarization, HEK cells, FAbetaB substrate. FAbetaB cleavage. inhibition, % at 5.59 µM. 320,000 compounds, 0.41% hits;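 active means percent inhibition above the average of all tested compounds plus 3 SD, set per screening campaign, cut at about 16% in these data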;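 further: IDE supplied by intact live HEK cells; FP after avidin binding of uncleaved biotin substrate so inhibition keeps polarization high; 0% = DMSO wells and 100% = 60 µM reference IDE inhibitor Ii1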
CRFR2-BP antag – antagonists of CRF-BP/CRF-R2 complex, primary screen, cell-based, HEK293, calcium dye fluorescence, uHTS; inhibition, % at 11.8 µM; 350,000 compounds, 0.59% hits; CRF-induced calcium fluorescence; AID 588475, 2011;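 active means inhibition of the ligand-induced calcium signal above about 50% at the single tested concentration, limit read from the data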
CRFR2-BP ag – agonists of CRF-BP/CRF-R2 complex, primary screen, cell-based, HEK293, calcium dye fluorescence, uHTS; CRF-binding protein / CRF receptor 2 complex (human); calcium dye fluorescence (FLIPR); percent of saturating CRF peptide response; activation, % at 13.2 µM; 350,000 compounds, 0.46% hits; AID 588473, 2011;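 active means activation of at least 50%, plus an integration ratio under a set limit after plate pattern correction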;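 further: plate controls were neutral control wells without compound for no effect and CRF at EC100 for full effect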
M5 ag – human M5 muscarinic receptor agonists, primary screen, CHO-K1 cells, Fluo-8 calcium fluorescence | activation, % at 3 µM | CHO-K1 hM5 cells; 0% DMSO wells, 100% maximal acetylcholine response | 360,000 compounds, 0.19% hits | Muscarinic acetylcholine receptor M5 (Homo sapiens), P08912 | AID 624037, 2012;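 active means activation above the run's mean over test compounds plus 3 SD, cut at about 23% in these data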;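 further: signal is peak over basal fluorescence ratio across the kinetic read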
Target sequence (P08912 whole entry, looked up): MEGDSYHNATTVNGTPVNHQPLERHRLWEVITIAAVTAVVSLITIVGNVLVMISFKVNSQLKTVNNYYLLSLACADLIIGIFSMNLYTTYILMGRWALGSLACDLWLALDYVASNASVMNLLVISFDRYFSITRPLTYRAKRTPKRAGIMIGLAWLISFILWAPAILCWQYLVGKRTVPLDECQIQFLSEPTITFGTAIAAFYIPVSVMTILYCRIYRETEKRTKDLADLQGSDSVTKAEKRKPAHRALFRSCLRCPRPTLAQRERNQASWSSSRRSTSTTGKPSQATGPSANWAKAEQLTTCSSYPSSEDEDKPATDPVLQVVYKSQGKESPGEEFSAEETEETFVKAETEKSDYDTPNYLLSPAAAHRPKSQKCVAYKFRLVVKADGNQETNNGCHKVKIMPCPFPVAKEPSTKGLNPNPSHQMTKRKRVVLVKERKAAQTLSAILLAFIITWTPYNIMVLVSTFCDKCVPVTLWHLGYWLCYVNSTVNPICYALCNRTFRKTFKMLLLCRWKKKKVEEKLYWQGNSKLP
M4 PAM – human M4 muscarinic receptor positive allosteric modulators, primary screen, CHO-K1 cells, Fluo-8 calcium fluorescence | 360,000 compounds, 0.4% hits | activation, % at 3 µM | AID 624126, 2012 | CHO-K1 hM4/Gqi5, ACh EC20; 0% = ACh EC20, 100% = maximal ACh;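 active means activation above its plate's cutoff, the mean activation of sample wells plus 3 SD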; further: some results filed as inactive read as strong as hits
M5 PAM – human M5 muscarinic receptor positive allosteric modulators, primary screen, CHO-K1 cells, Fluo-8 calcium fluorescence; CHO-K1 hM5, ACh EC20 PAM; 0% = ACh EC20, 100% = ACh EC100; 360,000 compounds, 0.3% hits; activation, % at 3 µM; Muscarinic acetylcholine receptor M5 (Homo sapiens), P08912;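 active means activation above the run cutoff, the mean activation of all test compounds plus 3 SD, cut at about 18% in these data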
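Assay system: CHO-K1 hM5 cells / Incubation: Fluo-8 loading 80 min at 37 °C plus 30 min room temperature / Technique: Fluo-8 calcium dye fluorescence, kinetic read / Repeats: single replicate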
CHRM5 antagonist – human M5 muscarinic receptor antagonists, primary screen, CHO cells, Fluo-8 calcium fluorescence | Muscarinic acetylcholine receptor M5 (Homo sapiens), P08912 | 360,000 compounds, 0.59% hits | CHO-hM5 cells, ACh EC80 | inhibition, % at 3 µM | AID 624040, 2012;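 active means inhibition above a per-plate cutoff, the mean of that plate's test compounds plus 3 SD, cut at about 27% in these data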;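 further: 0% = acetylcholine EC80 with DMSO and 100% = DMSO without agonist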
M4 antag – human M4 muscarinic receptor antagonists, primary screen, CHO cells, Fluo-8 calcium fluorescence | AID 624125, 2012 | inhibition, % at 3 µM | 360,000 compounds, 0.73% hits | Muscarinic acetylcholine receptor M4 (Homo sapiens), P08173 | CHO-hM4 cells, ACh EC80;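 active means inhibition above its plate's cutoff, the mean inhibition of sample wells plus 3 SD, cut at about 27% in these data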;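 further: 0% = acetylcholine EC80 with DMSO and 100% = DMSO without agonist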
Numbers without * were called inactive; · = no result given. The order is random; 2.9% or so of the library scored in one or more.

The opening 3 records, ahead of the listing:
M4 ag	IDE inh	CRFR2-BP antag	CRFR2-BP ag	M5 ag	M4 PAM	M5 PAM	CHRM5 antagonist	M4 antag	SMILES
0	-1	-3	0.9	-1	-5	5	-3	1	O=C(Cn1cnc2sc(-c3ccccc3)cc2c1=O)NCCc1ccccc1
-1	4	9	4.8	-3	2	4	-4	1	CCOC(=O)c1nn(-c2ccc(Cl)cc2)c2nc(-c3ccc(C)cc3)c(C#N)c(=O)n12
1	2	6	-0.2	2	3	-3	-1	5	Cc1nc2ccccc2c(=O)n1/N=C/c1ccc(N(C)C)cc1

This part in full (from the top)
M4 ag	IDE inh	CRFR2-BP antag	CRFR2-BP ag	M5 ag	M4 PAM	M5 PAM	CHRM5 antagonist	M4 antag	SMILES
0	-1	-3	0.9	-1	-5	5	-3	1	O=C(Cn1cnc2sc(-c3ccccc3)cc2c1=O)NCCc1ccccc1
-1	4	9	4.8	-3	2	4	-4	1	CCOC(=O)c1nn(-c2ccc(Cl)cc2)c2nc(-c3ccc(C)cc3)c(C#N)c(=O)n12
1	2	6	-0.2	2	3	-3	-1	5	Cc1nc2ccccc2c(=O)n1/N=C/c1ccc(N(C)C)cc1
0	-1	-7	-2.4	0	2	2	1	-4	COc1ccc2cc(C(=O)Nc3ccc(F)cc3)sc(=O)c2c1OC
1	2	-5	0.0	-6	0	-13	-6	-2	O=C(NCc1ccc(F)cc1)c1cnc(-c2ccccn2)nc1C(F)(F)F
4	0	-56	-0.7	-6	-27	-10	7	15	c1ccc(-c2ccccc2OCCCCN2CCCCC2)cc1
1	-4	8	-1.4	1	2	-4	3	1	Oc1ccc(-c2[nH]ncc2-c2cccc3cccnc23)c(O)c1
2	10	4	1.3	3	4	-5	-8	-5	O=C(Cc1ccccc1Cl)Nc1ccc(S(=O)(=O)N2CCOCC2)cc1
0	1	-4	0.3	0	8	-2	5	2	CN1CCN(C(=O)c2ccc3c(=O)n4c(nc3c2)CCCCC4)CC1
-3	·	·	·	-2	-2	5	-9	3	CCCN(CCC)Cc1cc(=O)oc2cc(C)ccc12
7	-1	8	0.4	-1	0	-6	-5	-11	COc1ccc(OCC(=O)N2CCN(c3nnc(-c4ccccc4)c4ccccc34)CC2)cc1
1	-1	-10	-3.0	-2	-1	0	12	11	CCOC(=O)/C(=C\c1cccc(O)c1)c1nc2sc(C)c(C)c2c(=O)[nH]1
0	·	11	-3.1	2	3	-6	19	1	Cc1ccc(S(=O)(=O)NN=Cc2cc(Cl)ccc2O)cc1
2	5	-12	1.8	-2	-4	-6	4	-3	O=C(/C=C/c1ccc(Cl)cc1)NC(=S)Nc1ccc(N2CCOCC2)c(Cl)c1
2	-2	-3	-1.1	-3	14	1	10	-19	COc1cccc(CC(=O)OCC(=O)NNC(=O)c2ccc(Br)cc2)c1

Look-ups from above:
CRFR2-BP antag with O=C(Cn1cnc2sc(-c3ccccc3)cc2c1=O)NCCc1ccccc1 = -3
CRFR2-BP ag with COc1ccc2cc(C(=O)Nc3ccc(F)cc3)sc(=O)c2c1OC = -2.4
IDE inh with O=C(Cc1ccccc1Cl)Nc1ccc(S(=O)(=O)N2CCOCC2)cc1 = 10
M4 antag with COc1cccc(CC(=O)OCC(=O)NNC(=O)c2ccc(Br)cc2)c1 = -19
M4 PAM with CN1CCN(C(=O)c2ccc3c(=O)n4c(nc3c2)CCCCC4)CC1 = 8
M4 antag with O=C(/C=C/c1ccc(Cl)cc1)NC(=S)Nc1ccc(N2CCOCC2)c(Cl)c1 = -3

(cont.)
M4 ag	IDE inh	CRFR2-BP antag	CRFR2-BP ag	M5 ag	M4 PAM	M5 PAM	CHRM5 antagonist	M4 antag	SMILES
-1	-2	-20	2.2	3	-13	2	-3	-7	O=C(Nc1ccccc1C(=O)NCCN1CCOCC1)c1ccco1
1	-1	-22	-0.3	0	11	3	0	8	C=CCNC(=O)c1cc2c(C(F)(F)F)nn(C)c2s1
4	-4	-2	0.4	1	9	2	-7	-6	c1ccc(OCc2nn3c(-c4ccncc4)nnc3s2)cc1
2	-1	-8	0.2	3	10	5	6	-2	CCOc1cc(N2CCOCC2)c(OCC)cc1NC(=O)C1CC(=O)N(c2ccccc2OCC)C1 (configuration not stated)
4	2	-10	4.3	-3	-9	-8	7	12	CC(=O)c1cccc(CN2CCC(C(=O)Nc3ccc(Oc4cccnc4)cc3)CC2)c1
5	0	-24	-1.1	4	9	1	1	-3	CCCCC(C(=O)OCC)C(N)Cc1ccc(F)cc1 (configuration not stated)
1	0	-2	0.3	1	10	6	-5	1	OCCOc1nnnn1-c1ccccc1
1	·	-7	-3.6	-2	-4	-7	1	-21	O=S(=O)(c1ccccc1)N1CC2CC(Br)C(Br)CC21 (configuration not stated)
1	·	2	-3.2	-1	8	4	-3	-1	COc1cc2nn(-c3ccccc3N)nc2cc1OC
3	-2	14	0.3	4	16	13	-3	-4	O=C(Nc1cccc(O)c1)C(Cc1ccccc1)N1C(=O)c2cccc3cccc(c23)C1=O (configuration not stated)
1	-8	3	1.3	-4	2	-3	5	-14	O=C(COc1ccccc1)N=C1SC2CS(=O)(=O)CC2N1c1cccc(F)c1 (configuration not stated)
9	9	-11	2.2	11	1	-4	0	-14	Cc1ccc(NC(=O)COC(=O)Cn2cnc3ccccc32)c([N+](=O)[O-])c1
-1	0	2	0.1	1	6	14	-5	2	CN(CC(=O)Nc1ccccc1Cl)CC(=O)N(C)c1c(N)n(Cc2ccccc2)c(=O)[nH]c1=O
1	3	-6	0.5	3	11	-1	-1	-12	Cc1ccc(C)c(NC(=O)C2=CCN(S(=O)(=O)c3ccc(F)cc3)CC2)c1
1	0	7	-0.7	-1	5	9	4	2	CCCCN1C(=O)C(=O)N(CC(=O)Nc2sc(C)c(C)c2C(=O)OC)C1=O
5	3	2	-0.5	3	0	-4	3	0	O=C(CN1CCC(C(=O)c2ccc(F)cc2)CC1)Nc1ccc(F)cc1
2	10	1	-0.4	1	-1	2	-2	6	O=C(c1ccccc1)c1nnc(-c2ccncc2)o1
2	5	-27	1.9	0	-5	-8	3	0	Cc1cccc(OCc2nc(C#N)c(NCCN(C)C)o2)c1
5	-2	7	-1.4	-5	-3	2	5	5	O=C(Nc1nccs1)c1ccc(-c2ccc(F)c(Cl)c2)o1
1	2	14	-0.4	-1	10	2	-5	-3	N=C1C(c2nc(-c3ccc(F)cc3)cs2)=C(O)CN1CCCN1CCOCC1
9	3	10	-1.0	-2	-10	-8	10	0	Cn1cc(C(=O)c2ccccc2)cc1-c1nc2ccccc2n1C
2	-4	-1	-0.7	0	13	-2	-8	7	COc1ccccc1-c1noc(CCC(=O)NC2CCCCC2)n1
-1	6	29	-0.2	-3	1	-6	10	4	COc1ccc(Cc2noc(COc3ccc(Cl)cc3)n2)cc1
0	-2	11	-0.3	1	-7	2	-8	6	CCCCn1c(=N)n(CC(=O)c2ccco2)c2ccccc21
0	-4	-10	0.5	-1	6	0	3	3	CCCCCC(=O)NC(Nc1ccc(S(N)(=O)=O)cc1)C(Cl)(Cl)Cl (configuration not stated)
1	3	3	0.4	3	4	-2	0	-3	Cc1ccc(Cl)c(NC(=O)COC(=O)c2nn(C)c(=O)c3ccccc23)c1Cl
1	-1	-8	5.2	-1	19	5	-4	-5	COC(=O)c1ccccc1NC(=S)NC(=O)c1ccccc1
2	1	4	-0.6	-1	3	8	8	-6	CC(C)(C)c1ccc(OCc2ccc(C(=O)N/N=C/c3ccc([N+](=O)[O-])cc3)o2)cc1
0	-6	-3	-1.4	-3	4	-2	-10	-2	O=C(NC(=S)Nc1ccccc1[N+](=O)[O-])c1ccco1
1	2	45	0.3	2	-1	-3	19	-5	CCn1c(C)cc(C)c(C#N)c1=O
1	-2	5	4.7	0	-1	-2	0	6	C=CCn1c(SCC(=O)Nc2ccc(-c3nc4ccc(C)cc4s3)cc2)nnc1-c1ccncc1
0	7	5	2.0	-2	1	-8	2	10	CC(Oc1ccccc1F)C(=O)NNC(=O)CCNC(=O)c1ccccc1Cl (configuration not stated)
8	5	-24	0.1	2	-2	-4	8	6	O=C(c1ccccc1Br)N1CCCC(c2nc(-c3cccs3)no2)C1 (configuration not stated)

Compound profiles, as listed above. Values in the order: M4 ag, IDE inh, CRFR2-BP antag, CRFR2-BP ag, M5 ag, M4 PAM, M5 PAM, CHRM5 antagonist, M4 antag
O=C(Nc1nccs1)c1ccc(-c2ccc(F)c(Cl)c2)o1 is listed with 5, -2, 7, -1.4, -5, -3, 2, 5, 5
O=C(NC(=S)Nc1ccccc1[N+](=O)[O-])c1ccco1 is listed with 0, -6, -3, -1.4, -3, 4, -2, -10, -2
Cc1cccc(OCc2nc(C#N)c(NCCN(C)C)o2)c1 is listed with 2, 5, -27, 1.9, 0, -5, -8, 3, 0
COc1cccc(CC(=O)OCC(=O)NNC(=O)c2ccc(Br)cc2)c1 is listed with 2, -2, -3, -1.1, -3, 14, 1, 10, -19
OCCOc1nnnn1-c1ccccc1 is listed with 1, 0, -2, 0.3, 1, 10, 6, -5, 1

Screens: PubChem, several laboratories
